OXTR potentiator = potentiators of human oxytocin receptor. P30559. CHO-OTR cells, Fluo-8 calcium fluorescence, potentiator mode; 0% = oxytocin EC15, 100% = EC100. activation, % at 3 µM. 0.061% of 320,000 active;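 active = activation above that plate's cutoff, the mean activation of tested compounds plus 3 SD, cut at about 6.6% in these data, passing the limit was not always enough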;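 also: 100% uses oxytocin at 75 nM as the full agonist control; some results filed as inactive read as strong as hits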
Target sequence (P30559 whole entry, looked up): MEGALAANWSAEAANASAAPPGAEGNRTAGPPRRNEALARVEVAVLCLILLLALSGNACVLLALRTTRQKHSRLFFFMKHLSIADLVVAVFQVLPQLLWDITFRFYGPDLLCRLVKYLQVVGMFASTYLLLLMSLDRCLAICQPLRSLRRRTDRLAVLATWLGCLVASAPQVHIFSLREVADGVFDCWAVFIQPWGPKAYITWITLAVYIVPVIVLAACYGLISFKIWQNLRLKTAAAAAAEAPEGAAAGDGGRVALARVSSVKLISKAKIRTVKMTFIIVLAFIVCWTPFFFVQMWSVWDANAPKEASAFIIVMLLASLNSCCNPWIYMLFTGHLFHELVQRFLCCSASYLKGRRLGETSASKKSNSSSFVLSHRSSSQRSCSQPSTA
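Assay system: CHO-OTR cells, human receptor / Also added: oxytocin at about EC15, sub-maximal agonist stimulus / Dosing: single dose, 3.0 µM nominal final compound concentration / Incubation: 6 min pre-incubation, 100 s read / Technique: Fluo-8 calcium dye fluorescence / Read-out: % activation vs EC15 and EC100 oxytocin / Benchmarks: EC15 oxytocin low, 75 nM oxytocin high / Replicates: singlicate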
CHRM1 agonist = human M1 muscarinic receptor agonism. P11229. CHO-K1 hM1, Fluo-8 calcium fluorescence, agonist mode; 0% DMSO, 100% acetylcholine EC100. activation, % at 3 µM. 0.33% of 360,000 active. AID 588814;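 active = activation above the run's mean compound activation plus 3 SD, cut at about 16% in these data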;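 also: peak over basal fluorescence ratio within a 140 s kinetic read after compound addition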
V1aR counter = V1a receptor agonism, counter-screen for OXTR agonists. P37288. CHO-V1R cells, Fluo-8 calcium fluorescence, agonist mode; 0% DMSO, 100% 3 nM vasopressin. activation, % at 3 µM. 0.25% of 320,000 active. AID 2797;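 active = activation above the mean activation of all tested compounds plus 3 SD, per screening run, cut at about 20% in these data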;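 also: signal is peak over basal fluorescence ratio across a 100 second FLIPR read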
CHO-K1 Ca antag = counter-screen for M1 antagonists: effect in parental CHO-K1 cells; 0.6% of 360,000 active; AID 602250; inhibition, % at 3 µM; ATP-induced calcium, Fluo-8 fluorescence;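 active = inhibition above a per-plate cutoff, the plate's mean sample inhibition plus 3 SD, cut at about 24% in these data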;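 also: 0% = DMSO plus EC80 ATP and 100% = DMSO alone without ATP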
CHO-K1 Ca ag = M1 agonist counterscreen hit in parental CHO-K1 cells | activation, % at 3 µM | Fluo-8 calcium fluorescence; scaled to maximal ATP response, vehicle zero | 0.48% of 360,000 active; in the data active = activation above about 15%;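 also: untransfected CHO-K1 host cells lacking M1 receptor as counterscreen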
TAAR1 antag = antagonists of human TAAR1. 1.5% of 360,000 active. CHO RD-HGA16 TAAR1, Fluo-8 calcium fluorescence, antagonist. AID 624466. Q96RJ0. inhibition, % at 3 µM;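 active = inhibition above a per-plate cutoff, the mean inhibition of test compounds on that plate plus 3 SD, cut at about 49% in these data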;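 also: 0% = DMSO plus EC80 beta-PEA response and 100% = DMSO alone without agonist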
Target sequence (Q96RJ0 whole entry, looked up): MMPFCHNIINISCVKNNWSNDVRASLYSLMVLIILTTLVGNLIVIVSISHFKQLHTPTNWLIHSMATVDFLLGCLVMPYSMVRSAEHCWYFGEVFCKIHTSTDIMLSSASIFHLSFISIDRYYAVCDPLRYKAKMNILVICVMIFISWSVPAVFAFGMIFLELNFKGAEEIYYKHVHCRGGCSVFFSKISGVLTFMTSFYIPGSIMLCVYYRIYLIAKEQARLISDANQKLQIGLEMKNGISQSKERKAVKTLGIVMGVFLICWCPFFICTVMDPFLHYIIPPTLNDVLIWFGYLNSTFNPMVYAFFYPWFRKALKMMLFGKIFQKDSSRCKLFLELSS
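Assay system: RD-HGA16 CHO cells with stable hTAAR1 and Gα16 / Reagent: EC80 β-phenethylamine stimulus / Doses: 3 µM, single point / Timing: dye loading 75 min at 37 °C, then 30 min room temperature / Measured by: Fluo-8 intracellular calcium dye fluorescence, real-time kinetic reads / Controls: vehicle wells and EC80 agonist wells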
TAAR1 agonist = agonists of human TAAR1; activation, % at 3 µM; 0.99% of 360,000 active; CHO RD-HGA16 TAAR1, Fluo-8 calcium fluorescence; vehicle wells 0%, saturating PEA agonist 100%; Q96RJ0;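 active = activation above the mean activation of all test compounds in the run plus 3 SD, cut at about 38% in these data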
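Signal – calcium-sensitive Fluo-8 signal, excitation 470-495, emission 515-575 nm · System – RD-HGA16 (CHO) cells co-expressing Gα16 and hTAAR1 · Incubation – 17-24 h seeding, 75 min 37 °C dye, 30 min RT · Compound dosing – 3 µM single concentration · Repeats – no replicates (n 1)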
CHO parental Ca = counter-screen for OX1R antagonists: effect in parental CHO cells | parental CHO-K1, ATP-induced calcium, Fluo-8 fluorescence | inhibition, % at 5.6 µM | 0.63% of 330,000 active | AID 463079;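 active = inhibition above that plate's mean sample inhibition plus 3 SD, cut at about 26% in these data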;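 also: 0% = ATP-challenged DMSO wells and 100% = DMSO wells without ATP; some compounds past the cut are filed as inactive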
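Material: parental CHO cells / Compound: single nominal dose of 5.6 µM per compound / Signal: Fluo-8 fluorescence / Replicates: singlicate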
CHO-K1 Ca PAM = nonselective activator or artifact in parental CHO-K1 calcium assay | ATP EC20, Fluo-8 calcium fluorescence; 0% at ATP EC20, 100% at ATP max | activation, % at 3 µM | 0.02% of 360,000 active;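 active = activation above the run cutoff, the mean activation of all test compounds plus 3 SD, cut at about 40% in these data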;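 also: peak over basal fluorescence ratio in a 140 s read after ATP addition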
* hit, by the source's call; . = no result given.

Compound | OXTR potentiator | CHRM1 agonist | V1aR counter | CHO-K1 Ca antag | CHO-K1 Ca ag | TAAR1 antag | TAAR1 agonist | CHO parental Ca | CHO-K1 Ca PAM
CC(=O)c1ccc(-c2cc([C@H]3[C@H]4C=CC[C@@H](C)[C@@H]4C(=O)N3Cc3ccccc3)ccc2F)cc1 | -7.6 | -6.7 | -0.8 | -22.5 | 0.4 | -26.5 | 1.0 | -24.4 | 4.4
O=C(Nc1ccc(NC(=O)c2cccs2)cc1)c1ccc2c(c1)OCCO2 | 3.4 | 0.8 | 0.6 | -4.9 | 0.7 | -1.4 | 6.2 | -6.2 | 15.6
COC(=O)[C@]1(C)N[C@H](CN(C)C(=O)NC(C)C)[C@@H]2C(=O)N(Cc3ccccc3)C(=O)[C@@H]21 | 5.1 | -1.9 | 1.0 | -18.3 | 0.3 | -6.6 | 0.0 | -3.8 | 12.0
Cc1cc(C)c(NC(=O)CNC(=O)c2cc([N+](=O)[O-])ccc2N2CCOCC2)c(C)c1 | 3.2 | -6.0 | -0.8 | 5.8 | -1.0 | -4.2 | -2.0 | -10.4 | 2.3
O=C(NCCN1CCOCC1)c1ccc(Cl)c(S(=O)(=O)N2CCCC2)c1 | -7.1 | -2.1 | 2.3 | 0.0 | -0.3 | -10.6 | 1.1 | -8.0 | -0.8
Cc1cccc(NC(=O)C2CC(=O)n3cnnc3S2)c1 (configuration not stated) | -7.6 | -1.1 | 0.1 | -5.8 | 0.0 | -9.0 | 2.1 | -6.7 | 13.8
O=C(CSCc1ccc(Cl)cc1)N/N=C/c1ccc(Cl)cc1Cl | -10.0 | -3.0 | 0.2 | -5.0 | 0.5 | -8.1 | 12.2 | -19.6 | 6.1
CCOC(=O)c1c(CN2CCNCC2)nc2ccc(Cl)cc2c1-c1ccccc1 | . | -3.1 | . | -14.1 | 4.3 | -3.2 | 9.5 | . | 10.1
NC(c1csc(Nc2ccccn2)n1)C1CCCCC1 (configuration not stated) | . | 5.1 | . | -10.2 | 2.9 | 9.3 | 8.7 | . | 8.4
CCN(CC)c1cnn(C/C(=N\OC)c2ccc(Cl)cc2)c(=O)c1Br | -5.9 | -5.2 | -1.6 | -0.5 | 0.1 | -4.0 | 8.4 | -15.9 | 1.0
COc1cccc(OCCNC(=O)c2ccccc2Sc2ccccc2C#N)c1 | -10.9 | -7.2 | 6.0 | -1.3 | 7.4 | 0.7 | 2.1 | -19.5 | 9.4
O=C(N/N=C/c1cccs1)c1cc(C2CC2)nc2ccccc12 | -4.3 | -6.1 | 0.8 | 6.8 | 2.9 | -2.2 | 2.7 | -16.0 | 10.8
CCOc1cc(/C=N/NC(=O)C(=O)NCc2ccc3c(c2)OCO3)ccc1OCC(=O)N1CCOCC1 | -3.0 | -5.3 | 0.2 | 14.2 | -0.5 | 7.1 | -0.5 | -20.5 | -9.1
C[C@H](NC(=O)c1nc[nH]c1C(=O)N[C@@H](CCCCN)C(=O)OC(C)(C)C)C(=O)OC(C)(C)C | -0.8 | -1.6 | -1.0 | -7.6 | 0.5 | 9.7 | 3.5 | -2.9 | 8.4
CC1NC(=O)c2cc3ccccc3cc2-n2c1nc1ccc(F)cc1c2=O (configuration not stated) | . | -2.2 | . | -0.2 | 0.2 | 1.8 | 2.6 | . | 1.1
O=C(O)CONC(=O)c1cc(OCC(F)(F)F)ccc1OCC(F)(F)F | -20.1 | -3.8 | -0.6 | -7.2 | 0.8 | 3.6 | 0.7 | -14.9 | 17.0
O=C(COc1ccccc1)Nc1ccc2c(c1)nc1n2CCOC1 | -6.9 | -4.7 | -0.6 | -7.1 | 0.0 | -1.3 | 24.0 | 5.9 | 20.3
O=C(O)c1cc(NN=Nc2ccc(Br)cc2)cc([N+](=O)[O-])c1 | -3.5 | -1.1 | 0.3 | -2.5 | 0.0 | -25.6 | 2.8 | 6.0 | -3.1
COCCNC(=O)c1sc2nc(-c3ccccc3)cn2c1C | -6.5 | -1.0 | -0.1 | -10.8 | 0.6 | 1.7 | 2.9 | -2.0 | 18.9
CCOc1ccccc1C(=O)N(CN1CCCC1=O)c1cccc(Cl)c1 | -4.8 | -6.3 | -0.3 | -10.2 | 0.6 | 0.1 | 3.3 | -9.7 | 25.9
CC1CC1C(=O)OCC(=O)NNC(=O)COc1ccc(Br)cc1 (configuration not stated) | -4.5 | -2.8 | -0.1 | -7.7 | 0.1 | -15.1 | 1.3 | -9.2 | 8.2
Cc1ccc(OCC(=O)NCc2ccccn2)cc1 | -5.0 | -0.8 | 0.1 | -11.1 | 0.3 | -1.2 | 6.1 | -2.7 | 15.5
O=C(Nc1ccc(Br)cc1)c1cccc(S(=O)(=O)Nc2cnc3ccccc3c2)c1 | -10.5 | 0.7 | 7.8 | 16.2 | 5.7 | 20.8 | 3.4 | 42.1* | -7.3
Cc1ccc(NC(=O)CN(C)S(=O)(=O)c2ccc(Br)s2)cc1F | -6.7 | -8.2 | 2.1 | 4.6 | 11.5 | -14.2 | 0.2 | -9.1 | 16.3
COc1ccc(-n2cc(C(=O)O)c(=O)cc2C)cc1 | -6.9 | -3.1 | 0.3 | 1.4 | -0.1 | 1.1 | 1.6 | 1.6 | 9.4
S=C1SCN(Cc2cccs2)CN1Cc1cccs1 | . | -7.2 | . | -12.9 | 0.8 | 0.0 | 4.3 | . | 10.8
CSc1ncccc1C(=O)OCC(=O)N(C)C | -8.2 | -3.7 | -0.7 | -15.8 | 1.6 | -19.8 | 1.0 | -5.7 | 9.1
NC(=O)c1ccc(C(F)(F)F)n(Cc2ccc(F)c(F)c2)c1=O | -3.8 | -6.0 | -0.5 | 3.1 | 2.5 | -16.1 | 2.1 | -14.1 | 4.9
Cc1ccc(C)c(OCCN2CCOCC2)c1 | -2.0 | -6.7 | 1.1 | -12.3 | 0.6 | -7.3 | 0.3 | 3.8 | 8.7
COc1ccc(-c2cnnc(N/N=C/c3ccc(OC)c(OC)c3)n2)cc1 | 5.0 | -1.8 | 0.1 | -2.8 | 0.7 | -17.8 | 2.2 | -17.0 | 15.2
CCc1ccc(OCC(=O)Nc2cc(S(=O)(=O)CC)ccc2O)cc1 | -10.9 | 0.4 | 6.5 | -17.4 | 9.3 | -4.2 | 10.0 | 0.5 | 5.8
Cc1ccc(O)c(NC(=O)CN(C)S(=O)(=O)c2ccc(Cl)cc2)c1 | -3.4 | 1.0 | -1.1 | -13.3 | 5.0 | 2.1 | -0.1 | -11.6 | 15.8
COc1ccc(NC(=O)Nc2nnc(Cc3ccc(OC)c(OC)c3)s2)cc1 | -8.0 | -0.8 | 1.8 | -1.1 | 0.8 | -20.4 | 5.2 | -11.5 | -4.2
NC(=O)CSCc1c(Cl)cccc1Cl | 1.1 | -6.0 | 0.6 | -12.6 | 0.6 | 5.4 | -0.2 | 2.1 | 19.7
COc1ccc2cc3cc(C(=O)NCc4ccccn4)oc3nc2c1 | -1.9 | -2.7 | -0.1 | -3.1 | 0.5 | -10.2 | 1.2 | -31.4 | 12.3
O=C(CCC1CCCCC1)Nc1ccccc1-c1ccccc1 | 0.6 | -7.1 | -1.4 | 1.3 | 0.8 | 4.5 | 17.4 | -25.6 | 12.9
CCOc1ccc(CCNC(=O)COc2cccc(-n3cnnn3)c2)cc1OCC | -5.0 | -0.8 | 0.6 | 0.4 | 1.4 | -3.3 | 1.5 | -22.1 | -7.8
C[C@H](NC(=O)[C@@H]1CCCN1C(=O)[C@@H]1CCCN1C(=O)c1ccccc1)c1ccccc1 | . | . | . | -24.1 | 0.5 | 2.0 | 1.8 | . | 20.5
O=S(=O)(Nc1ccc2c(c1)OCO2)c1ccc(F)c(F)c1 | -3.0 | -2.9 | 0.3 | -17.6 | 1.0 | -0.3 | 25.1 | 0.2 | 11.6
Cc1cc(C)cc(NC(=O)CSc2ccc(-c3cccs3)nn2)c1 | 4.2 | -5.8 | -0.2 | 1.7 | 1.3 | -10.2 | -1.1 | -26.5 | 3.3
CS(=O)(=O)c1ccc(Cl)c(NC(=O)C2CCCCN2S(=O)(=O)c2ccccc2)c1 (configuration not stated) | -8.9 | -4.6 | 0.5 | -6.4 | 0.8 | -8.0 | 1.4 | -9.9 | -13.0
COC(=O)c1ccc(C)c(NC(=O)Cc2ccc([N+](=O)[O-])cc2)c1 | -12.6 | . | -0.3 | . | . | -4.1 | 1.0 | -7.8 | .
O=C(CNC(=S)NC(=O)c1ccccc1)c1ccccc1 | -4.7 | -5.9 | 0.6 | -13.2 | 0.1 | -28.7 | 2.6 | -17.8 | 3.1
O=C(Cn1nnc2ccccc21)c1cccc([N+](=O)[O-])c1 | -14.7 | -5.9 | 1.4 | 0.4 | -0.2 | 7.2 | -0.7 | -11.5 | 5.7
O=C(COc1ccccc1)NC1CCCc2ccccc21 (configuration not stated) | 5.8 | -4.8 | -1.3 | -6.6 | 0.6 | -32.4 | 1.1 | -14.7 | 16.8
NCCCC[C@@H]1NC(=O)c2cc([N+](=O)[O-])cc(F)c2NCCCC[C@@H](C(N)=O)NC(=O)[C@H](CCC(N)=O)NC1=O | 0.8 | -12.6 | 1.1 | 11.1 | -0.7 | 15.1 | 4.9 | -5.1 | 1.0
CC(NCc1cc(Br)ccc1OCC(=O)NCc1ccccc1)c1ccccc1 (configuration not stated) | -9.1 | -4.3 | 1.8 | -3.5 | 2.6 | -7.1 | 26.3 | -17.4 | -0.7
Cc1cc(NC(=O)C(C)SCC(=O)Nc2ccccc2OC(F)F)no1 (configuration not stated) | -2.1 | 3.8 | 0.3 | 9.1 | -0.4 | -19.1 | -0.4 | -6.7 | -7.9
CCCCOc1ccc(C(=O)N/C(=C/C=C/c2ccccc2)C(=O)NC)cc1 | 3.9 | -4.5 | 1.7 | 7.2 | -0.4 | -25.6 | 2.8 | -14.8 | 2.2
Cc1ccc(NC(=O)Cc2nnc(SCC(=O)c3ccc(Br)cc3)n2C)cc1Cl | -2.0 | . | -0.2 | . | . | 7.3 | 3.0 | -2.2 | .
CCOC(=O)N/N=C(C)/C=C/c1ccco1 | -6.8 | -5.1 | -0.9 | -12.9 | 1.0 | -5.5 | 1.5 | -1.9 | 13.8

Compound activity from PubChem BioAssay.
